influenza NS1A – NS1A inhibition, H1N1 influenza, cell based functional assay (AID 504329). NS1A functional cell-based assay, percent inhibition; higher % means a stronger effect. inhibition, % at 12.5 µM; hits with a dose series show IC50 in µM. hit rate 0.3% among 340,000; in the data active means a potency from the dose series; inconclusive means inhibition above about 27% without an active follow-up result; further: strong numbers were not always called active
inhibitors of VEEV – inhibitors of VEEV TC-83 cytopathic effect, confirmation, Vero cells (AID 588727) | one-dose inhibition, % at 20 µM; IC50 in µM for titrated hits | hit rate 0.13% among 350,000 | Vero cells, VEEV TC-83 cytopathic effect inhibition; higher % means a stronger effect; in the data active means a potency from the dose series; inconclusive means inhibition mostly from about 14% at the one dose, without a potency; inactive means the rest, 99 in 100 with inhibition below about 12%; further: strong numbers were not always called active
M. tuberculosis – growth inhibition of non-replicating M. tuberculosis (AID 488890); hit rate 0.39% among 320,000; inhibition, % at 25 µM, or IC50 in µM where a hit was titrated; Mycobacterium tuberculosis non-replicating, growth inhibition; higher % means a stronger effect; in the data active means a potency from the dose series; inconclusive means inhibition mostly from about 82% at the one dose, without a potency; inactive means the rest, 99 in 100 with inhibition below about 76%;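 further: plate controls were DMSO cells for no effect and high antibiotic wells for full effect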
M. tuberculosis HTS – M. tuberculosis growth inhibition, HTS (AID 449762); inhibition, % at 25 µM; hits with a dose series show IC50 in µM; hit rate 0.59% among 330,000; M. tuberculosis H37Rv growth inhibition, 7H9 media; higher % means a stronger effect; in the data active means a potency from the dose series; inconclusive means inhibition above about 70% without an active follow-up result;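 further: bacterial growth assessed after seven days of incubation; strong numbers were not always called active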
Salmonella PhoP GFP – Inhibition of PhoP regulon, Salmonella typhi GFP reporter cells, confirmation, 4 h (AID 1850); Salmonella Typhi PhoP-promoter GFP reporter, fluorescence, 4 h; higher % means a stronger effect; inhibition, % at 50 µM; hits with a dose series show IC50 in µM; hit rate 0.33% among 310,000; in the data active means a potency from the dose series; inconclusive means inhibition mostly from about 25% at the one dose, without a potency; inactive means the rest, 99 in 100 with inhibition below about 19%;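 further: 0% = induced wells with vehicle and 100% = uninduced wells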
inhibitors of VEEV 10K pilot screen – further read-out of inhibitors of VEEV, marked with its call; inhibition, %; measured here: 10K pilot screen inhibition
The depositor's hits bear a star; i = inactive; ? = inconclusive; . = not tested or not shown. Compounds as they come. Share with any hit: about 1.5%.

SMILES | influenza NS1A | inhibitors of VEEV | M. tuberculosis | M. tuberculosis HTS | Salmonella PhoP GFP | others
CCOc1ccc(-n2ccnc(SCC(=O)Nc3ccc(OC)cc3OC)c2=O)cc1 | -2% | 8.3% | 13% | 42% | 8%
O=C(Cc1cccs1)N/N=C\c1ccc(O)cc1 | -5% | 0.3% | 1% | 0% | -1%
CC(C)COC(=O)NCCOC(=O)Nc1cccc(Cl)c1 | -6% | i | . | 1% | 19%
O=C(NC1CCCC1)C(c1ccc(F)cc1)N(Cc1ccc(F)cc1)C(=O)c1ccn[nH]1 (stereo not drawn) | -7% | i | 11% | 6% | 8%
CC[N+]1(CC)CC2=Cc3c(ccc4ccccc34)C(C)C2C1 (stereo not drawn) | 3% | 0.3% | 2% | -5% | 3%
O=C1CSC(c2cccc(Cl)c2Cl)N1c1ccccn1 (stereo not drawn) | -3% | 2.4% | 9% | 1% | 1%
O=C(Nc1ccccc1C(=O)Nc1ccc(Br)cn1)c1ccccc1Cl | -3% | 1.8% | 45% | ? | .
COc1ccccc1C(=O)NNC(=S)NC(=O)c1cccs1 | 8% | 13% | ? | ? | -11%
CCc1ccc(CN(Cc2cccnc2)C(=O)/C=C/c2ccc(OC)cc2)cc1 | 6% | i | 51% | ? | -4%
CSc1ccccc1NC(=O)CN(C)Cc1cc(=O)n2ccsc2n1 | 2% | 1.5% | -10% | -1% | -17%
N#Cc1cc([N+](=O)[O-])ccc1NCCc1ccccn1 | 2% | 0.2% | -7% | -4% | 6%
CN(CCCCOc1ccc(F)cc1)Cc1ccccc1 | 1% | 0.4% | i | 6% | -7%
CCOC(=O)c1c([N+](=O)[O-])c(C)[nH]c(=O)c1C#N | 0% | i | 3% | 4% | 1%
CCCNC(=O)COCc1cc(-c2ccc3c(c2)OCO3)on1 | 5% | i | 13% | 1% | 8%
O=C(N[C@@H](Cc1ccccc1)C(=O)OCc1ccccc1)c1nc[nH]c1C(=O)NCc1ccccc1 | -5% | 1.0% | 66% | -2% | -17%
N#CC(OC(=O)c1ccccc1)c1ccccc1 (stereo not drawn) | -4% | i | . | . | .
CS(=O)(=O)c1ccc(Cl)c(NC(=O)CN2C(=O)C3CCCCC3C2=O)c1 (stereo not drawn) | 0% | 1.1% | 1% | 2% | 5%
CCOC(=O)CNC(=O)/C(=C\c1ccc(F)cc1)NC(=O)c1ccccc1 | 1% | 0.4% | 9% | -5% | -5%
COc1ccc(NC(=O)c2cc(C)n(Cc3cccs3)c2C)cc1 | . | 4.6% | -5% | 3% | -16%
CC1(c2ccccc2Cl)NC(=O)N(CC(=O)Nc2cccnc2Cl)C1=O (stereo not drawn) | 4% | 3.5% | -17% | -9% | 4%
Cc1ccc(CNC(=O)C2CCN(S(=O)(=O)N3CC(C)CC(C)C3)CC2)cc1 (stereo not drawn) | 6% | 0.0% | -8% | 2% | 4%
c1ccc(C2=Nc3ccccc3OC2)cc1 | 8% | 0.5% | 4.5µM* | ? | -1%
Cc1ccc(S(=O)(=O)Nc2cc(=O)[nH]c(SCc3ccc(Cl)cc3)n2)cc1 | -6% | 1.0% | 8% | -7% | -10%
COc1ccc(Cl)cc1S(=O)(=O)N(C)CC(=O)NCc1ccccn1 | -6% | 1.0% | 6% | -1% | -4%
CC(C)Oc1ccc(CC(=O)NNC(=S)Nc2ccc(Br)cc2)cc1 | -3% | 0.9% | 69% | 1% | -11%
COc1ccc(-c2csc(N(CC3CCCO3)C(=O)c3cccs3)n2)cc1 (stereo not drawn) | 6% | 0.2% | 21% | -6% | 4%
Cc1ccc(NS(=O)(=O)c2ccc(OCC(=O)NCc3cccnc3)cc2)cc1 | -2% | 0.5% | -14% | -7% | 6% | inhibitors of VEEV 10K pilot screen=0.4
O=C(NC1CCCCC1)c1ccc2snnc2c1 | 6% | i | 75% | -11% | -2%
CCN(C(=O)c1cc2c(=O)[nH]c3ccc(C)cc3c2s1)c1cccc(C)c1 | 2% | 1.5% | 4% | 6% | -7%
O=C(NC1CC2CCCC(C1)N2C(=O)Nc1cccc(F)c1)C1CC1 (stereo not drawn) | 4% | i | 8% | 10% | 3%
Cc1ccsc1C(=O)OCC(=O)N1C(C)CCCC1C (stereo not drawn) | -9% | 2.5% | -16% | 2% | .
CSc1ccc(S(=O)(=O)N(CC(=O)NN=C2CCN(C)CC2)c2ccc(C)cc2)cc1 | -19% | i | 0% | -2% | -6%
O=C(NC1CCCC1)C(c1cccnc1)N(Cc1ccccc1F)C(=O)c1csnn1 (stereo not drawn) | 3% | i | -19% | -2% | 4%
C=CCNC(=S)N/N=C/c1ccc(OCc2ccccc2Cl)cc1 | 1% | 1.6% | 40% | 5% | -1%
Cc1cc(C(=O)N2CCCc3ccccc32)ccc1[N+](=O)[O-] | -4% | 1.4% | 23% | 2% | -11%
CCOc1cc2[nH]c(=S)n(Cc3ccc(C(=O)NCCCN(CC)CC)cc3)c(=O)c2cc1OCC | 7% | i | 8% | 2% | 1%
CCc1ccc(OCC(=O)NNC(=O)c2cc(S(=O)(=O)N3CCOCC3)ccc2N2CCCC2)cc1 | -11% | 1.7% | -13% | 2% | .
COCCN(C(=O)/C=C/c1cccc([N+](=O)[O-])c1)c1c(N)n(Cc2ccccc2)c(=O)[nH]c1=O | 12% | 1.3% | 9% | 0% | 5%
CN(C)c1ccc(C2C3C=CC(C3)C2(C#N)C(=O)O)c(Br)c1 (stereo not drawn) | 8% | 0.2% | -16% | 0% | 4%
O=C(NCCO)C(=O)Nc1cc2c3c(c1)CCN3C(=O)CC2 | -1% | 2.5% | -8% | -6% | 3%
CCC(Cc1ccccc1)NS(=O)(=O)c1ccc2c(c1)NC(=O)C(C)S2 (stereo not drawn) | -5% | i | 18% | 20% | 2%
NC(=S)Cc1nc(-c2ccc(Cl)cc2)cs1 | 8% | ? | 52% | 5% | 10%
O=C(N/N=C/c1cccnc1)c1ccc(NC(=O)c2ccc(F)cc2)cc1 | 4% | 3.9% | 8% | 6% | 12%
CSc1nc2ncc3c(n2n1)CC1c2ccccc2CCN1C3=O (stereo not drawn) | 19% | 1.5% | -3% | -14% | -2%
Cc1c2c(=O)n(-c3nc4ccccc4s3)nc-2cc(O)n1Cc1ccccc1 | -13% | i | . | . | .
COc1ccc(Cl)cc1NC(=O)CNc1ccccc1F | -2% | 1.5% | 30% | 3% | 4%
O=C(Nc1ccc(N2CCCC2)c(Cl)c1)c1ccc([N+](=O)[O-])o1 | 14% | 13% | . | . | .
CCOC(=O)C1CCN(S(=O)(=O)c2ccc(C(=O)OC)cc2)CC1 | -2% | 1.1% | -2% | 6% | 9%
COC(=O)C1=C(c2c(C)noc2C)C[C@@H]2CC[C@H]1N2C(=O)NCc1ccc2c(c1)OCO2 | 8% | 1.0% | 6% | -6% | .
O=C(CNC(=S)N(Cc1ccc(F)cc1)C1CCCCC1)NC1CC1 | 3% | i | 19% | -11% | -6%

More records.
SMILES | influenza NS1A | inhibitors of VEEV | M. tuberculosis | M. tuberculosis HTS | Salmonella PhoP GFP | others
Cc1cc(C)cc(C(=O)N2CC(=O)Nc3ccccc32)c1 | 4% | 9.3% | -10% | 3% | -12%
Fc1ccc(NC(=S)NCc2ccc3c(c2)OCO3)cc1 | -5% | 1.2% | 72% | 0% | -1%
O=C(O)CN1CCN(CC(=O)O)CCN(CC(=O)O)CCN(CC(=O)O)CC1 | 9% | i | -9% | 16% | -29%
COc1ccc(Br)cc1S(=O)(=O)NCCN1CCOCC1 | -4% | i | 4% | -3% | 2%
CN(C)CCNc1nc2c(c(=O)[nH]c(=O)n2C)n1CC(O)COc1ccc(Cl)cc1 (stereo not drawn) | -2% | 0.7% | -17% | -10% | -5%
CCc1cc2c(=O)[nH]c(N3CCOCC3)nc2s1 | 2% | 0.3% | -9% | -7% | 8%
C=CCn1c(O)c(C(C)=NCCCN(C)C)c(=O)[nH]c1=O | 1% | 2.4% | -4% | -5% | 0%
COc1ccc(-c2cc(C(F)(F)F)n3nc(C(=O)NCCCN4CCOCC4)cc3n2)cc1 | . | . | -8% | 51% | -1%
COc1ccc(C(CNC(=O)C(C)Oc2ccc(Br)cc2)N2CCOCC2)cc1 (stereo not drawn) | -10% | 2.9% | 15% | -15% | 4%
O=C(CN1C(=O)NC2(CCCC2)C1=O)OCc1ccccc1F | -8% | 1.4% | -8% | -6% | .
O=C(Nc1nccc(-c2cccs2)n1)c1ccccc1Cl | -3% | 1.6% | 26% | 18% | 1%
Cc1noc(C)c1C(=O)OCC(=O)N(C)C1(C#N)CCCCC1 | -14% | 2.3% | -4% | 0% | .
CSC(=S)N(C)C1CCS(=O)(=O)C1 (stereo not drawn) | -4% | 0.2% | -16% | 1% | -9%
C=CCc1ccc(OCCCNC2CCCC2)c(OC)c1 | -22% | 1.0% | -10% | -11% | 12%
O=C(COC(=O)Cc1cccs1)Nc1cc(S(=O)(=O)N2CCOCC2)ccc1Cl | -11% | 1.4% | 8% | -6% | .
Nc1cc(-c2ccc(Br)cc2)nn1S(=O)(=O)c1cccc2nsnc12 | 12% | 4.9% | 29% | -3% | 6%
COc1cccc(CNC23CC4CC(CC(C4)C2)C3)c1OCc1ccccc1 | 13% | i | 70% | 21% | 24%
Cc1ccc(S(=O)(=O)CCC(=O)Nc2ccccc2N2CCCC2)cc1 | -2% | i | 15% | 1% | .
CC(C)(CNC(=O)c1cc2ccccc2o1)N1CCOCC1 | -8% | 5.5% | 5% | -8% | 6%
Cc1c(C)n(C)c2ccc(C(=O)NCc3cccs3)cc12 | 8% | 6.9% | . | 8% | 31%
CN(CC(=O)Nc1c(Cl)cccc1Cl)C(=O)c1sccc1-c1ccccc1 | -6% | 2.9% | 12% | -5% | 1%
COCCN1Cc2cccc(C(=O)Nc3ccc4c(c3)OCCO4)c2C1=O | 0% | 0.8% | 4% | -4% | -9%
Cc1cccc(NC(=O)CSc2nc3ccc(N4C(=O)c5ccccc5C4=O)cc3s2)c1C | -19% | 2.0% | 18% | 26% | 7%
COc1ccc(F)cc1C(=O)C1CCCN(C(=O)c2cccc(N(C)C)c2)C1 (stereo not drawn) | -8% | 0.9% | 16% | 1% | 18%
COc1ccc(Cl)cc1NC(=O)CN(C)C(=O)c1ccc(OCc2ccccc2)c(OC)c1 | -1% | 5.2% | -1% | ? | 7%
